M1 PAM – human M1 muscarinic receptor positive allosteric modulators, primary screen, CHO-K1 cells, Fluo-8 calcium fluorescence, 1536-well; actives 0.088% (n = 360,000); Muscarinic acetylcholine receptor M1 (Homo sapiens), P11229; AID 588819, 2011; activation, % at 3 µM; CHO-K1 hM1, ACh EC20; 0% = ACh EC20, 100% = maximal ACh; in the data active means activation above about 19%, passing the limit was not always enough
Target sequence (P11229 whole entry, looked up): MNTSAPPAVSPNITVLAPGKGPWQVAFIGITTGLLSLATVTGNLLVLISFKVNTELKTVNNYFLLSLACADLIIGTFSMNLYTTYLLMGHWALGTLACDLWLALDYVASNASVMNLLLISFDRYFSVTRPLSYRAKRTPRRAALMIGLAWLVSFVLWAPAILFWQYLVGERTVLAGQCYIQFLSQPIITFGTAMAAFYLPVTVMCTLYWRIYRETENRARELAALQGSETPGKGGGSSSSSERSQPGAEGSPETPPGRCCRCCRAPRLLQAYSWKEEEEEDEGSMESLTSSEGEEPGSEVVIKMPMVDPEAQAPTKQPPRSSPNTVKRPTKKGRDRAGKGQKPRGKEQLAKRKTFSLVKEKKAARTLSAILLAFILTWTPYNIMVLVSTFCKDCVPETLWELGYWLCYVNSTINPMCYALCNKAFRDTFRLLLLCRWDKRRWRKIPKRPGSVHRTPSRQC
M1 ag – human M1 muscarinic receptor agonists, primary screen, Fluo-8 calcium fluorescence, CHO-K1 cells, HTS; CHO-K1 hM1, agonist mode; 0% DMSO, 100% acetylcholine EC100; activation, % at 3 µM; Muscarinic acetylcholine receptor M1 (Homo sapiens), P11229; actives 0.33% (n = 360,000);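 active means activation above the run's mean compound activation plus 3 SD, cut at about 16% in these data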;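 further: peak over basal fluorescence ratio within a 140 s kinetic read after compound addition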
TAAR1 ag – human TAAR1 agonists, primary screen, Fluo-8 calcium fluorescence, CHO RD-HGA16 cells; Trace amine-associated receptor 1 (Homo sapiens), Q96RJ0; vehicle wells 0%, saturating PEA agonist 100%; activation, % at 3 µM; actives 0.99% (n = 360,000);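 active means activation above the mean activation of all test compounds in the run plus 3 SD, cut at about 38% in these data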
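Repeats: no replicates (n 1) | Material: CHO-derived RD-HGA16 cells with stable Gα16 and human TAAR1 | Technique: Kinetic Fluo-8 calcium fluorescence | Schedule: 17-24 h seeding, 75 min 37 °C dye, 30 min RT | Evaluation: % activation from peak over basal fluorescence ratio, DMSO-to-PEA scaled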
M5 ag – human M5 muscarinic receptor agonists, primary screen, CHO-K1 cells, Fluo-8 calcium fluorescence | Muscarinic acetylcholine receptor M5 (Homo sapiens), P08912 | actives 0.19% (n = 360,000) | activation, % at 3 µM | CHO-K1 hM5 cells; 0% DMSO wells, 100% maximal acetylcholine response;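 active means activation above the run's mean over test compounds plus 3 SD, cut at about 23% in these data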;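 further: signal is peak over basal fluorescence ratio across the kinetic read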
M4 antag – human M4 muscarinic receptor antagonists, primary screen, CHO cells, Fluo-8 calcium fluorescence; inhibition, % at 3 µM; AID 624125, 2012; CHO-hM4 cells, ACh EC80; Muscarinic acetylcholine receptor M4 (Homo sapiens), P08173; actives 0.73% (n = 360,000);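 active means inhibition above its plate's cutoff, the mean inhibition of sample wells plus 3 SD, cut at about 27% in these data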;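 further: 0% = acetylcholine EC80 with DMSO and 100% = DMSO without agonist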
Target sequence (P08173 whole entry, looked up): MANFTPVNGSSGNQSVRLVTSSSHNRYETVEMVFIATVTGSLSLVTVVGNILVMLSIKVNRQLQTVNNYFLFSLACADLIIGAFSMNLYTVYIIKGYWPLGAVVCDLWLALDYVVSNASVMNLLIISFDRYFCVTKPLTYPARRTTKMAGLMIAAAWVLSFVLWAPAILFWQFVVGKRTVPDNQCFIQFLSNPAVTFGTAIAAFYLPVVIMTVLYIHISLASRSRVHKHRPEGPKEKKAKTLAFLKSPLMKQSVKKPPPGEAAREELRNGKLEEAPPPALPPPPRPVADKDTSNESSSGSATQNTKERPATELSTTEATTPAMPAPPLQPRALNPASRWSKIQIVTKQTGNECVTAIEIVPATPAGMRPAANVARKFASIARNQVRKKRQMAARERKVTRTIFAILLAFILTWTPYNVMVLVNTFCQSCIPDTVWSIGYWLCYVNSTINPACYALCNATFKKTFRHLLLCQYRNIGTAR
CHRM1 antagonist – human M1 muscarinic receptor antagonists, primary screen, CHO-K1 cells, Fluo-8 calcium fluorescence, 1536-well. inhibition, % at 3 µM. CHO-K1 hM1, ACh EC80 antagonist. AID 588852, 2011. Muscarinic acetylcholine receptor M1 (Homo sapiens), P11229. actives 1.3% (n = 360,000);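 active means percent inhibition above its own plate's cutoff, namely the mean of that plate's compound wells plus 3 SD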;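 further: peak over basal fluorescence ratio during 140 s after agonist addition; 0% = ACh EC80 plus DMSO and 100% = DMSO alone without agonist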
CHRM5 antagonist – human M5 muscarinic receptor antagonists, primary screen, CHO cells, Fluo-8 calcium fluorescence | Muscarinic acetylcholine receptor M5 (Homo sapiens), P08912 | inhibition, % at 3 µM | CHO-hM5 cells, ACh EC80 | actives 0.59% (n = 360,000);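 active means inhibition above a per-plate cutoff, the mean of that plate's test compounds plus 3 SD, cut at about 27% in these data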;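 further: 0% = acetylcholine EC80 with DMSO and 100% = DMSO without agonist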
M5 PAM – human M5 muscarinic receptor positive allosteric modulators, primary screen, CHO-K1 cells, Fluo-8 calcium fluorescence; Muscarinic acetylcholine receptor M5 (Homo sapiens), P08912; CHO-K1 hM5, ACh EC20 PAM; 0% = ACh EC20, 100% = ACh EC100; activation, % at 3 µM; actives 0.3% (n = 360,000);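 active means activation above the run cutoff, the mean activation of all test compounds plus 3 SD, cut at about 18% in these data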
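Measured by: Fluo-8 calcium fluorescence; material: human M5 receptor in CHO-K1 cells; schedule: Post-acetylcholine fluorescence recording 140 s; benchmarks: low control EC20 acetylcholine (0%), high control EC100 acetylcholine (100%); read-out: Max/basal fluorescence ratio as % of EC20–EC100 ACh window; compound: single dose, 3 µM nominal final test concentration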
M4 ag – human M4 muscarinic receptor agonists, primary screen, CHO-K1 cells, Fluo-8 calcium fluorescence. Muscarinic acetylcholine receptor M4 (Homo sapiens), P08173. CHO-K1 hM4/Gqi5; vehicle 0%, full acetylcholine response 100%. activation, % at 3 µM. actives 0.14% (n = 360,000). AID 624127, 2012;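 active means activation above the run mean over all test wells plus 3 SD, cut at about 32% in these data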;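 further: peak over basal fluorescence ratio per well then scaled between controls; 0% = DMSO wells and 100% = acetylcholine at EC100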
The depositor's hits bear a star.

SMILES	M1 PAM	M1 ag	TAAR1 ag	M5 ag	M4 antag	CHRM1 antagonist	CHRM5 antagonist	M5 PAM	M4 ag
CCOc1cc(-c2noc(CCC(=O)NCC3CCCO3)n2)ccc1OC (stereo unspecified)	10	-6	-1	-3	0	-10	-2	-4	1
COc1ccc2c(c1)sc1nc(=O)ccn12	2	-3	2	1	-5	-7	-8	4	0
Cc1cccc(N2C(=O)c3cccnc3C2=O)c1	6	-2	10	-1	2	-19	-3	2	0
Nc1nc(CN2CCN(c3ccccc3F)CC2)nc(N2CCCc3ccccc32)n1	-1	-3	6	2	-5	0	-2	-1	6
O=C(NCCCN1CCOCC1)c1ccc2c(c1)N(Cc1cccc(F)c1)C(=O)c1ccccc1S2	5	-4	6	-3	-6	-15	-11	16	1
O=C(NCCN=C1NS(=O)(=O)c2ccccc21)c1ccccc1	12	-5	2	-5	-4	-12	4	4	2
O=C(C[n+]1ccccc1)Nc1ccccc1C(F)(F)F	-3	-8	2	-5	5	8	4	-5	0
Cc1[nH]n2c(=O)c3c(nc2c1-c1ccccc1)CCCC3	2	-3	8	-1	1	-14	-2	2	0
c1ccc(C2c3[nH]c4ccccc4c3CCN2Cc2cccn2-c2ccccn2)nc1 (stereo unspecified)	-7	-4	5	-5	3	-1	-1	-3	10
Cc1ccc(NC(=O)/C=C\C(=O)NCC(=O)O)cc1C	-4	-4	1	3	19	10	2	2	1
Cc1cc(N2CCC(C(=O)NCC3CC3)CC2)nc(-c2ccccc2)n1	1	-3	11	-3	-1	2	-6	0	0
COc1ccccc1OCC(=O)NNC(=O)c1ccoc1C	3	-3	8	0	-1	-1	11	-3	1
Cn1c(=O)cc(SCC(=O)NCC2CCCO2)c2ccccc21 (stereo unspecified)	8	0	9	-4	4	-2	-2	-12	0
COc1ccc(C(=O)NN(c2ccccc2)c2ccccc2)cc1	-3	-5	0	-4	13	8	-5	1	0
COc1ccccc1/C=C1\SC(=O)N(CCC(=O)NCCCn2ccnc2)C1=O	-6	-6	-1	-6	1	7	-4	2	3
O=C1c2ccc3c4c(ccc(c24)C(=O)N1c1ccc2ccccc2c1)CC3	3	-4	3	-1	-5	-4	-7	-1	1
NNc1nnc2c3cc(F)ccc3n(Cc3ccccc3)c2n1	1	-3	7	0	2	-7	7	-3	2
O=C(O)CC(c1ccccc1F)N1Cc2ccccc2C1=O (stereo unspecified)	2	1	1	-2	3	-1	7	0	1
O=C(Cc1csc(Nc2nc(=S)[nH]c3ccccc23)n1)NCCCN1CCN(c2cccc(Cl)c2)CC1	-15	-3	9	-6	33*	34	26	-24	20
COc1cc(/C=C/C(=O)OCC(=O)NC(=O)NC(C)C)ccc1OCC#N	3	-3	0	-1	-16	-1	15	10	1
COc1ccc(CNS(=O)(=O)CCNC(=O)c2ccc(OC)cc2)cc1	6	-3	7	4	-5	-2	-5	3	0
O=C(COC(=O)Cc1ccc(F)cc1)Nc1cc(S(=O)(=O)N2CCOCC2)ccc1N1CCCC1	1	-10	2	-2	0	12	9	-5	2
Cc1sc2ncnc(SCC(=O)c3ccc(O)cc3O)c2c1C	9	-4	2	-3	22	-9	4	3	1
O=C1c2cc(O)c(O)cc2S(=O)(=O)C1c1ccccc1 (stereo unspecified)	8	-4	1	2	-4	-1	11	8	0
O=C(Cn1cccn1)c1ccccc1	7	-2	0	-1	-2	-6	4	3	0
CC(=O)Nc1cccc(NC(=O)c2ccc3[nH]c(C)c(C)c3c2)c1	-4	-3	3	-4	-1	10	18	-7	6
C/C(=N\Nc1ccc(F)cc1)c1ccc(N2CCOCC2)c(F)c1	14	-5	1	-9	-10	-10	5	0	1
Cc1cccc(OCc2nnc(SCc3cc(=O)n4cc(Br)ccc4n3)o2)c1	-5	-4	7	-2	11	8	-2	-2	5
CCOC(=O)c1c(C)[nH]c(C)c1S(=O)(=O)N(C)CC(=O)NCc1ccc(F)cc1	-5	-2	2	-6	7	14	14	-5	0
COCCSc1nc2c(c(=O)[nH]c(=O)n2C)n1CCCc1ccccc1	13	-1	1	-1	2	-13	6	-2	1
Cn1c(=O)n(CCc2ccccc2)c(=O)c2c1nc1n2CCN1Cc1ccco1	-7	0	19	-5	1	32*	7	-32	8
COc1ccc(N2CCN(Cc3nc4ccccc4n3C)CC2)cc1	2	-11	-1	-4	-26	-11	-6	1	0
Cc1ccc(S(=O)(=O)N2C[C@H]3n4c(=O)ccc(=O)n4C[C@H](OC(=O)NC4CC4)[C@@]3(O)C2)cc1	2	-1	1	0	-21	-9	-2	-1	1
N#Cc1cnn2c(N)c(-c3ccc(Cl)cc3)cnc12	-12	-9	3	3	10	13	15	-16	13
CC(C)CN1C(=O)c2ccc(NC(=O)C3CC3)cc2C1=O	2	0	2	-2	2	-9	-8	-2	1
COc1cccc(NC(=O)c2ccccc2-c2nc(-c3ccc(Cl)cc3)no2)c1	0	-3	14	0	-4	-12	-7	1	1
CN(CC(=O)Nc1ccc(OC(F)(F)F)cc1)C(=O)/C=C/c1ccco1	9	-3	0	2	-4	-10	6	0	1
C/C(=N\NS(=O)(=O)c1ccc(Cl)cc1)c1ccc(NC(=O)c2ccco2)cc1	1	-3	37	-2	8	-8	10	-4	0
COc1ccc(S(=O)(=O)N2CCOCC2)cc1NC(=O)CSc1cccc[n+]1[O-]	-1	-4	0	1	6	-14	-4	4	0
C/C(=N\NC(=O)c1ccc(CSc2cccc3cccnc23)cc1)C1CCCCC1	-2	52*	0	0	1	-5	-2	1	0
CC(C)(C)c1ccc(NC(=O)COC(=O)c2ccc([N+](=O)[O-])s2)cc1	-6	-7	2	-6	-4	-3	6	-8	6
COc1ccc(-c2nc(C#N)c(NCCc3ccccc3)o2)cc1	-10	-7	18	-4	2	5	-8	-12	1
Cc1ccc(CNC(=O)CCC2CCCN(Cc3cccc4c3OCO4)C2)o1 (stereo unspecified)	-16	-7	0	-12	4	7	1	1	-1
CC(=O)c1ccc(NC(=O)C2CCCN2S(=O)(=O)c2ccc(F)cc2)cc1 (stereo unspecified)	-1	-2	4	3	-6	-3	8	-8	6
Cn1c(=O)[nH]c(=O)c2c1nc1n2CCN1Cc1ccccc1	5	-13	0	-7	1	-11	-5	-3	1
CNC(=S)NNC(=O)c1cccn(Cc2ccc(Cl)c(Cl)c2)c1=O	8	-5	16	0	10	-5	3	1	2
NC(=O)NC(=O)COC(=O)[C@H](Cc1ccccc1)NC(=O)c1cccs1	6	-3	5	0	-1	-9	9	-2	1
CCc1nc2ccccc2c(=O)n1NC(=O)c1c(O)c2cccc3c2n(c1=O)CCC3	14	-2	10	2	10	-11	-2	6	0
CCOc1ccc(Nc2cc(C)nc3nc(C)nn23)cc1	10	-2	-3	1	-4	-9	-1	4	-2
C/C(=N\O)c1sc(-c2ccccc2)nc1C	3	-9	3	-2	5	3	-3	2	1
CN(CC(=O)NC1(C)CCS(=O)(=O)C1)S(=O)(=O)c1ccc(Cl)cc1 (stereo unspecified)	10	-2	4	-4	-6	-4	5	0	0
Cc1ccc(SCCC(=O)Nc2cccnc2)cc1	2	-7	6	-1	4	-3	9	-5	3
Cn1c(=O)c2c(n(Cc3ccccc3)c1=O)NC(=O)C2CC(=O)NCc1cccc(Cl)c1 (stereo unspecified)	1	-2	11	-1	-3	-17	-4	2	2
O=C(COc1cccc2cccnc12)Nc1ccccc1	-7	-4	1	0	8	16	16	-10	15
Cc1cccc(-n2c(=O)c(C#N)cc3c(=O)n4ccccc4nc32)c1	-8	-5	0	-1	6	11	7	-1	-1

Not a retest: an excerpt of the list.
SMILES	M1 PAM	M1 ag	TAAR1 ag	M5 ag	M4 antag	CHRM1 antagonist	CHRM5 antagonist	M5 PAM	M4 ag
Cc1ccc(CNC(=O)CCC2CCCN(Cc3cccc4c3OCO4)C2)o1 (stereo unspecified)	-16	-7	0	-12	4	7	1	1	-1
CC(=O)c1ccc(NC(=O)C2CCCN2S(=O)(=O)c2ccc(F)cc2)cc1 (stereo unspecified)	-1	-2	4	3	-6	-3	8	-8	6
Cn1c(=O)[nH]c(=O)c2c1nc1n2CCN1Cc1ccccc1	5	-13	0	-7	1	-11	-5	-3	1
CNC(=S)NNC(=O)c1cccn(Cc2ccc(Cl)c(Cl)c2)c1=O	8	-5	16	0	10	-5	3	1	2
NC(=O)NC(=O)COC(=O)[C@H](Cc1ccccc1)NC(=O)c1cccs1	6	-3	5	0	-1	-9	9	-2	1
CCc1nc2ccccc2c(=O)n1NC(=O)c1c(O)c2cccc3c2n(c1=O)CCC3	14	-2	10	2	10	-11	-2	6	0
CCOc1ccc(Nc2cc(C)nc3nc(C)nn23)cc1	10	-2	-3	1	-4	-9	-1	4	-2
C/C(=N\O)c1sc(-c2ccccc2)nc1C	3	-9	3	-2	5	3	-3	2	1
CN(CC(=O)NC1(C)CCS(=O)(=O)C1)S(=O)(=O)c1ccc(Cl)cc1 (stereo unspecified)	10	-2	4	-4	-6	-4	5	0	0
Cc1ccc(SCCC(=O)Nc2cccnc2)cc1	2	-7	6	-1	4	-3	9	-5	3
Cn1c(=O)c2c(n(Cc3ccccc3)c1=O)NC(=O)C2CC(=O)NCc1cccc(Cl)c1 (stereo unspecified)	1	-2	11	-1	-3	-17	-4	2	2
O=C(COc1cccc2cccnc12)Nc1ccccc1	-7	-4	1	0	8	16	16	-10	15
Cc1cccc(-n2c(=O)c(C#N)cc3c(=O)n4ccccc4nc32)c1	-8	-5	0	-1	6	11	7	-1	-1

These rows are one share of the data. The share of hits here may be higher or lower than overall.
